PMI activator – phosphomannose isomerase (human) activation; 190,000 compounds, 0.005% hits; purified human PMI, coupled resazurin fluorescence, 20 min; stronger effect = higher value; 1 = vehicle control, 0 substrate-free wells; P34949; activation factor at 20 µM;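 active = activation factor of 2 or more at 20 µM, relative to plate controls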
Target sequence (P34949 whole entry, looked up): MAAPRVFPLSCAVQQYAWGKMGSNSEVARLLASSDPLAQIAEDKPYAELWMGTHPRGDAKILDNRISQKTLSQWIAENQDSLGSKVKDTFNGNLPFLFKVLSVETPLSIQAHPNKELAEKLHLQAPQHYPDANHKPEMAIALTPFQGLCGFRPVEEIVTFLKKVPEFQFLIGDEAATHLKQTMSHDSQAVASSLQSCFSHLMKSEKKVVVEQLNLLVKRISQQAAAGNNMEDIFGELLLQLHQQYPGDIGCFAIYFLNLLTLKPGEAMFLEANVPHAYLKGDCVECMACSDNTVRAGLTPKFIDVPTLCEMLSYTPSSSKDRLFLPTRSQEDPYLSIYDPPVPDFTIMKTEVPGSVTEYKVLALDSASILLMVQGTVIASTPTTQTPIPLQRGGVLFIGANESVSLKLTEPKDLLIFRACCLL
Diaph act CS – counter-screen for diaphorase-based assays: diaphorase activators and chemical reducers; Diaphorase/resazurin coupled assay, resorufin fluorescence, 16 min; stronger effect = higher value; 1 = vehicle wells, 0 = NADH-free wells; 190,000 compounds, 0.005% hits; activation factor at 20 µM; AID 1229;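 active = diaphorase activity raised at least twofold by the compound at 20 µM; inactive = activation factor below 2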
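Assay system: bacterial diaphorase enzyme (C. kluyveri) / Input: enzyme 0.07 U/mL final / Medium: 50 mM HEPES pH 7.4 with 4.542 mM MgCl2, 0.005% Tween 20 / Doses: single compound dose of 20 µM, 1% DMSO final / Incubation: 16 min enzyme reaction, ambient temperature / Signal: fluorescence, excitation 544 nm and emission 590 nm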
TNAP inh noacc – inhibitors of human TNAP without phosphate acceptor; P05186; purified TNAP, CDP-star luminescence, 30 min; inhibition, % at 20 µM; 200,000 compounds, 0.26% hits;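 active = tissue-nonspecific alkaline phosphatase inhibition above about 50% at 20 µM in the single-dose screen, limit read from the data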;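 also: 0% = DMSO negative control and 100% = EDTA positive control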
Target sequence (P05186 whole entry, looked up): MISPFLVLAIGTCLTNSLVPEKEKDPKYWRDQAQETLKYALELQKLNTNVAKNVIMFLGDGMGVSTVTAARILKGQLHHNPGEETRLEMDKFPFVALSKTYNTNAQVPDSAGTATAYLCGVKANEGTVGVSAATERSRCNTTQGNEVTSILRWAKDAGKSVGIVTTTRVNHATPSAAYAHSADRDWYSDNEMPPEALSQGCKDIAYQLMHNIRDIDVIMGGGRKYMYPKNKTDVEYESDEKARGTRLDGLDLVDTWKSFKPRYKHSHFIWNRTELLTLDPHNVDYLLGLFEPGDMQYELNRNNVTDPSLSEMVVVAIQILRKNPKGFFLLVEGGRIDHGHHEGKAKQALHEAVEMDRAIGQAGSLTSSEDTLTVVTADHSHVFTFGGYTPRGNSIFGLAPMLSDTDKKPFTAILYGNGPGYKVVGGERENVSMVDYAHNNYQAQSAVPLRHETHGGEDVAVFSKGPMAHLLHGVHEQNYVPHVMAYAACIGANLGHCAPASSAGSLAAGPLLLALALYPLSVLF
Diaph inh CS – inhibits diaphorase or chemically oxidizes, flagging diaphorase assay artifacts; diaphorase resazurin-to-resorufin fluorescence, NADH, 16 min; bacterial (C. kluyveri) enzyme, not human; inhibition, % at 20 µM; 190,000 compounds, 0.69% hits;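 active = primary screen inhibition at 20 µM above a set limit, cut at about 50% in these data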;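 also: plate controls were DMSO with full reaction for no effect and wells lacking NADH for full effect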
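Test system: Clostridium kluyveri diaphorase enzyme / Quantity: diaphorase at 0.14 U/mL in enzyme working solution / Incubation: 16-min room-temperature incubation before reading / Benchmarks: NADH-free wells as positive control, DMSO-only neutral wells / Signal: resorufin fluorescence 544/590 nm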
bIAP inhibitor – blocks bovine intestinal alkaline phosphatase activity. AID 1019. 190,000 tested, under 10 active. purified bovine IAP, CDP-star luminescence, 30 min. inhibition, % at 20 µM;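 active = over 50% inhibition of intestinal alkaline phosphatase at 20 µM in the single-dose screen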
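test system = bovine IAP enzyme | medium = DEA buffer 100 mM, pH 9.8, with MgCl2 1.0 mM, ZnCl2 0.02 mM | detection = luminescence | dosing = single compound dose of 20 µM, 2% DMSO final | incubation = 30 min reaction at room temperature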
TNAP inh hi DEA – inhibitors of human TNAP at high phosphate acceptor concentration; P05186; purified TNAP, CDP-star luminescence, 1 M DEA; inhibition, % at 20 µM; 200,000 compounds, 0.03% hits; AID 1135;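 active = over 50% inhibition of tissue-nonspecific alkaline phosphatase at 20 µM in the single-dose screen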;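 also: plate controls were DMSO wells for no effect and EDTA-quenched wells as full inhibition for full effect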
TNAP act hi DEA – increases human TNAP activity under high phosphate acceptor concentration; purified TNAP, CDP-star luminescence, 1 M DEA, 30 min; stronger effect = higher value; 0 = EDTA background, 1 = DMSO-only activity; 200,000 tested, under 10 active; P05186; activation factor at 20 µM; AID 1136;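 active = activation factor at least 2 at 20 µM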
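Assay system: human TNAP; Input: enzyme diluted 1/800 final; Reagent: CDP-star luminogenic substrate at 100 µM final; Timing: 30 min, room temperature; Signal: luminescence; Evaluation: TNAP activation factor scaled between EDTA and DMSO control wells.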
L major viab – inhibitors of Leishmania major promastigote growth; Leishmania major promastigotes, resazurin fluorescence viability; AID 1063; 200,000 compounds, 9% hits; inhibition, % at 10 µM; in the data active = inhibition above about 50%;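 also: promastigotes grown with compound for 44 hours at 28 °C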
bIAP act – increases bovine intestinal alkaline phosphatase activity | 200,000 compounds, 0.17% hits | purified bovine IAP, CDP-star luminescence, 30 min; stronger effect = higher value; fold of DMSO-control signal, blank-subtracted | AID 1016 | activation factor at 20 µM;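 active = activation factor of 2 or more at 20 µM, a signal rise over negative controls twice the positive control's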
PMI act satM6P – increases human PMI activity with near-saturating mannose 6-phosphate. P34949. coupled PMI enzyme assay, resazurin fluorescence, 20 min; stronger effect = higher value; 1 = untreated enzyme, 0 = substrate-free blank. activation factor at 20 µM. 190,000 compounds, 0.34% hits. AID 1216;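 active = activation factor of 2 or more at 20 µM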
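test system = human PMI in coupled enzyme assay | medium = HEPES-buffered pH 7.4 with magnesium and detergent | also added = 1.0 mM mannose-6-phosphate substrate with 0.22 mM NADP+ | compound = 20 µM single dose | times = 20 min incubation at room temperature | measured by = resorufin fluorescence (Ex 544/Em 590 nm) from resazurin via diaphorase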
Active calls of the source: *.

Order of results: PMI activator, Diaph act CS, TNAP inh noacc, Diaph inh CS, bIAP inhibitor, TNAP inh hi DEA, TNAP act hi DEA, L major viab, bIAP act, PMI act satM6P
1) Cc1nc(Cl)sc1C(=O)Nc1cccc2ccccc12
 : 1, 1, -7, -4, 9, -4, 1, 3, 0.9, 1
2) COC(=O)C(C)Oc1ccc2c3c(c(=O)oc2c1)CCCCC3 (configuration not stated)
 : 1, 1, -6, -1, -10, -4, 1, -1, 1.1, 1
3) Cn1ncc([N+](=O)[O-])c1C(=O)n1nnc2ccccc21
 : 1.2, 1, -4, -1, 11, 0, 1, 1, 0.9, 1.3
4) CC(=O)Nc1ccc(NC(=O)Cc2ccc(F)cc2)cc1
 : 0.9, 0.9, -10, 7, -19, -6, 1.1, -2, 1.2, 0.9
5) COc1ccc(-c2ccnc(-c3ccc(OCCCF)cc3)n2)cc1
 : 0.8, 0.8, -2, 20, 6, 1, 1, -6, 0.9, 0.8
6) CCn1c(Cc2ccccc2)nnc1SCc1cccc(C(=O)O)c1
 : 1.1, 0.9, -9, 13, 3, -4, 1, 61*, 1, 1.1
7) Cc1cc(C(=S)N2CCOCC2)c(C)n1-c1ccc(F)cc1
 : 1, 1.1, 0, -10, -20, -5, 1, 0, 1.2, 1.1
8) O=C(Cn1nc2ccccc2n1)N/N=C/c1cc([N+](=O)[O-])ccc1O
 : 0.9, 0.6, 9, 45, -2, 12, 0.9, -5, 1, 1.2
9) CCOc1ccc(NC(=O)c2ccccc2OCC(=O)c2ccccc2)cc1
 : 0.9, 0.8, -1, 20, -1, -2, 1, 10, 1, 0.9
10) Cc1cc(N2C(=O)CC(Cc3ccc(Cl)cc3)C2=O)no1 (configuration not stated)
 : 1, 0.9, -14, 10, 7, -8, 1.1, -5, 0.9, 1.1
11) CCCn1c(=O)c(C(=O)NCc2ccncc2)c(O)c2ccccc21
 : 1.1, 0.8, -14, 16, 2, -9, 1.1, 1, 1, 1.2
12) COC(=O)c1c(NC(=O)CN2CCC3(O)CCCCC3C2c2ccc(OC)cc2OC)sc(C)c1C (configuration not stated)
 : 0.6, 0.7, -87, 31, 6, 4, 1, 62*, 0.9, 0.8
13) Cc1nn(-c2nc(-c3ccco3)cc(C(F)(F)F)n2)c(C)c1Br
 : 1, 0.8, -12, 24, 13, -6, 1.1, -5, 0.9, 1
14) Cc1onc(-c2c(F)cccc2Cl)c1C(=O)OCC(=O)NCc1ccco1
 : 1, 0.9, -7, 11, 3, -5, 1, -4, 1, 1
15) CCOc1cc(C(=O)Nc2ccc(S(=O)(=O)Nc3cc(C)on3)cc2)cc(OCC)c1OCC
 : 1.1, 0.9, 7, 13, 2, 0, 1, 1, 1, 1
16) CN(C(=O)CCN1C(=O)C(C)(C)Nc2ccccc21)c1ccccc1
 : 0.9, 0.9, -8, 13, -8, -2, 1, 0, 1.1, 0.9
17) Cc1ccc(-n2c(SCC(N)=O)nnc2-c2ccccn2)cc1
 : 0.9, 0.9, -11, 6, 3, -2, 1, -6, 1, 1
18) CCOC(=O)N1CCN(C(=O)c2ccccc2CCc2ccccc2)CC1
 : 0.9, 0.9, -6, 15, -3, 0, 1, -2, 1, 0.9
19) Cc1ccc(NS(=O)(=O)c2cccc(C(=O)NCCc3c[nH]c4ccccc34)c2)c(C)c1
 : 0.9, 0.8, -11, 17, 25, -5, 1.1, 29, 0.8, 0.9
20) O=C(COC(=O)c1ccco1)NC(c1ccccc1)c1ccccc1
 : 1.4, 0.9, -7, 10, 10, 1, 1, 0, 0.9, 1.5
21) CCNC(=O)c1ccc(NS(=O)(=O)c2ccccc2)cc1
 : 0.9, 0.8, -9, 15, 12, -4, 1, -4, 0.9, 0.9
22) O=C(COCc1nc2ccccc2c(=O)[nH]1)NCC1CCCCC1
 : 0.9, 0.8, -7, 19, 7, 0, 1, -2, 0.9, 1
23) C=C(C)CSc1nnc(-c2ccc(OC)cc2)n1N
 : 0.9, 1, -8, -3, 11, -6, 1.1, -2, 0.9, 1
24) CCOc1ccc(NS(=O)(=O)c2cc(NC(=O)CCS(=O)(=O)c3ccc(C)cc3)ccc2OC)cc1
 : 1, 0.8, 0, 18, 0, -3, 1, 60*, 1, 1
25) CC(=O)Oc1ccc(C(=O)[C@H]2[C@H]3C(=O)N(c4cccc5ccccc45)C(=O)[C@H]3[C@@H]3C=CC=NN32)cc1
 : 1.5, 0.8, -3, 21, 27, 7, 0.9, -2, 0.7, 1.9
26) S=C(NC1CCCCC1)N(CCc1ccccc1)CCc1ccccc1
 : 0.9, 0.9, -10, 10, 11, -6, 1.1, 18, 0.9, 0.9
27) CCN(CC)S(=O)(=O)c1cc(NC(=O)Cn2cnc3ccccc3c2=O)ccc1C
 : 0.9, 0.9, 1, 11, 4, -6, 1.1, 19, 1, 0.9
28) COCC(C)NC(=O)CCc1nnc(C2(c3ccc(Cl)cc3)CCC2)o1 (configuration not stated)
 : 0.9, 0.8, -7, 21, -8, -5, 1, -5, 1.1, 1
29) COc1cccc(COc2ncnc3sccc23)c1
 : 1.2, 1, -14, 1, -2, -8, 1.1, -6, 1, 1.2
30) CCOc1ccccc1N1CCN(S(=O)(=O)c2ccc(F)c(F)c2)CC1
 : 1.1, 1.1, 1, -11, 10, -7, 1.1, 0, 0.9, 1.1
31) CCn1c(=S)[nH]c2c(c1=O)C(C)(C)Cc1ccccc1-2
 : 0.9, 0.6, 2, 42, 15, 0, 1, -2, 0.8, 0.9
32) CCOc1ccc(-c2cc(C(=O)NN3CCN(C)CC3)c3cc(Cl)ccc3n2)cc1
 : 0.9, 1, -8, 5, 9, -1, 1, 5, 0.9, 1
33) O=C(Nc1ccccc1)N1CCSCC1
 : 1.1, 1, 2, -2, 5, -4, 1, 22, 0.9, 1
34) COc1cc(OC)nc(N/N=C(\c2ccccc2)c2ccncc2)n1
 : 1.3, 0.9, -4, 5, -24, -4, 1, -5, 1.2, 1.3
35) O=C(COc1ccccc1)NC(Cc1c[nH]c2ccccc12)C(=O)O (configuration not stated)
 : 0.9, 0.7, -12, 27, 0, -6, 1.1, 0, 1, 0.9
36) CCn1nccc1C(=O)Nc1ccc(S(=O)(=O)NC23CC4CC(CC(C4)C2)C3)cc1
 : 1, 0.9, 7, 12, 12, 8, 0.9, 48, 0.9, 1
37) Cc1ccc2c(c1)NC(=O)C(CC(=O)O)O2 (configuration not stated)
 : 1, 0.9, -9, 11, 14, -5, 1.1, -7, 0.9, 0.9
38) O=C(CSc1nnc(SCc2cccc3ccccc23)s1)N/N=C/C=C/c1ccccc1[N+](=O)[O-]
 : 1, 0.9, -5, 13, -6, 0, 1, 2, 1.1, 0.9
39) COCCCNC(=O)Nc1ccc2c(c1)N(C)C(=O)CS2
 : 1.1, 0.9, -25, 10, 2, -6, 1.1, -6, 1, 1.1
40) O=C1NC(Nc2nc3ccccc3s2)(C(F)(F)F)C(=O)N1C1CCCCC1 (configuration not stated)
 : 0.9, 0.8, -5, 21, -20, -5, 1, 24, 1.2, 0.9

11 consecutive records already listed, for reference:
Order of results: PMI activator, Diaph act CS, TNAP inh noacc, Diaph inh CS, bIAP inhibitor, TNAP inh hi DEA, TNAP act hi DEA, L major viab, bIAP act, PMI act satM6P
30) CCOc1ccccc1N1CCN(S(=O)(=O)c2ccc(F)c(F)c2)CC1
 : 1.1, 1.1, 1, -11, 10, -7, 1.1, 0, 0.9, 1.1
31) CCn1c(=S)[nH]c2c(c1=O)C(C)(C)Cc1ccccc1-2
 : 0.9, 0.6, 2, 42, 15, 0, 1, -2, 0.8, 0.9
32) CCOc1ccc(-c2cc(C(=O)NN3CCN(C)CC3)c3cc(Cl)ccc3n2)cc1
 : 0.9, 1, -8, 5, 9, -1, 1, 5, 0.9, 1
33) O=C(Nc1ccccc1)N1CCSCC1
 : 1.1, 1, 2, -2, 5, -4, 1, 22, 0.9, 1
34) COc1cc(OC)nc(N/N=C(\c2ccccc2)c2ccncc2)n1
 : 1.3, 0.9, -4, 5, -24, -4, 1, -5, 1.2, 1.3
35) O=C(COc1ccccc1)NC(Cc1c[nH]c2ccccc12)C(=O)O (configuration not stated)
 : 0.9, 0.7, -12, 27, 0, -6, 1.1, 0, 1, 0.9
36) CCn1nccc1C(=O)Nc1ccc(S(=O)(=O)NC23CC4CC(CC(C4)C2)C3)cc1
 : 1, 0.9, 7, 12, 12, 8, 0.9, 48, 0.9, 1
37) Cc1ccc2c(c1)NC(=O)C(CC(=O)O)O2 (configuration not stated)
 : 1, 0.9, -9, 11, 14, -5, 1.1, -7, 0.9, 0.9
38) O=C(CSc1nnc(SCc2cccc3ccccc23)s1)N/N=C/C=C/c1ccccc1[N+](=O)[O-]
 : 1, 0.9, -5, 13, -6, 0, 1, 2, 1.1, 0.9
39) COCCCNC(=O)Nc1ccc2c(c1)N(C)C(=O)CS2
 : 1.1, 0.9, -25, 10, 2, -6, 1.1, -6, 1, 1.1
40) O=C1NC(Nc2nc3ccccc3s2)(C(F)(F)F)C(=O)N1C1CCCCC1 (configuration not stated)
 : 0.9, 0.8, -5, 21, -20, -5, 1, 24, 1.2, 0.9

(next part)
Order of results: PMI activator, Diaph act CS, TNAP inh noacc, Diaph inh CS, bIAP inhibitor, TNAP inh hi DEA, TNAP act hi DEA, L major viab, bIAP act, PMI act satM6P
41) O=C(CCN1CCCCCC1)Nc1ccc(F)cc1
 : 0.9, 0.9, -2, 11, -2, 2, 1, -3, 1, 0.9
42) Cc1ccc(C)c(S(=O)(=O)N2CCCOC2CNC(=O)C(=O)NCc2ccncc2)c1 (configuration not stated)
 : 1, 0.9, -16, 11, -7, -6, 1.1, -4, 1.1, 1
43) CC1CCN(S(=O)(=O)c2ccc3nc(-c4ccccn4)cc(C(=O)NCCN(C)Cc4ccccc4)c3c2)CC1
 : 1, 1.1, -5, -10, 4, -7, 1.1, 5, 1, 0.9
44) COc1ccc(C2CC(c3ccccc3)=NN2c2ccccc2)c(C(=O)O)c1OC (configuration not stated)
 : 1.3, 1, -16, 5, -21, -1, 1, -2, 1.2, 1.1
45) Cc1nc2sc(C(=O)c3ccccc3)c(N)c2c(C)c1C
 : 1.2, 0.8, 20, 22, 7, 6, 0.9, 1, 0.9, 1.1
46) COC(=O)c1c(NC(=O)c2c(Cl)cnn2C)sc(C)c1C
 : 1, 1, -5, 2, 1, -1, 1, -4, 1, 1
47) NC1=NC2CS(=O)(=O)CC2S1 (configuration not stated)
 : 1, 1, 10, -4, -20, -5, 1.1, -5, 1.2, 1
48) COC(=O)C1CCN(C(=O)Cc2ccc(Br)cc2)CC1
 : 1, 1, -13, -4, 2, -9, 1.1, -14, 1, 1

From PubChem BioAssay
